Screens from PubChem.
HT1080 viability – HT1080 cell viability loss – fluorescence readout (AID 620) | HT1080 viability, fluorescence; higher % means a stronger effect | cytotoxicity, % at 10 µM; hits with a dose series show EC50 in µM | 87,000 compounds, 0.42% hits; in the data active means cytotoxicity above about 50%;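 further: cells exposed to compound overnight then 4 h with Alamar Blue; 0% = vehicle DMSO and 100% = killing control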
* hit, by the source's call.

The opening two entries (preview)
no.	molecule	HT1080 viability
1	CCOC(=O)N1CCN(C(=O)CN(Cc2ccc(Cl)cc2)S(=O)(=O)c2ccc(C)cc2)CC1	4.5%
2	Cn1c(N)c(C(=O)CCl)c(=O)n(C)c1=O	5.4%

All compounds of this part, previewed entries included:
no.	molecule	HT1080 viability
1	CCOC(=O)N1CCN(C(=O)CN(Cc2ccc(Cl)cc2)S(=O)(=O)c2ccc(C)cc2)CC1	4.5%
2	Cn1c(N)c(C(=O)CCl)c(=O)n(C)c1=O	5.4%
3	O=C(/C=C/Nc1cccc([N+](=O)[O-])c1)c1cccs1	5.8%
4	N/C(=N\OC(=O)Cc1cccc2ccccc12)c1ccccn1	12.1%
5	c1ccc([C@H]2CC3C[C@@H](c4ccccc4)N2O3)cc1	0.3%
6	C=CCN(CC=C)Cc1ccc(C(=O)OC)o1	-10.9%
7	CCC1=C(OC(=O)N(CC)CC)N2C(=O)OC(=NCC3CC3)[C@]2(C)[C@H]2C1=CC[C@H]1C(=O)N(C)C(=O)[C@H]12	-29.7%
8	CCOC(=O)C1=C(C)NC(=O)NC1c1ccccc1OCc1c(F)cccc1Cl (stereo unspecified)	-9.5%
9	S=C1NCCc2ccccc2C1c1ccccc1Cl (stereo unspecified)	-10.0%
10	CCCCC(=O)N1CCCC(C(=O)OCC)C1 (stereo unspecified)	-4.5%
11	O=C1CC(c2ccc(F)cc2)CC(O)=C1C=NCCN1CCNCC1 (stereo unspecified)	-6.5%
12	CC(=O)c1cccc(NC(=O)C2CC(=O)N(Cc3ccccc3)C2)c1 (stereo unspecified)	5.2%
13	Cc1cccc(NC(=S)NCc2cccn2C)c1	-21.0%
14	O=C1C(Cl)=C(NCCc2ccccc2)C(=O)N1CCc1ccccc1	0.4%
15	CC1CCCN(C(=O)COC(=O)c2ccc[nH]c2=O)C1 (stereo unspecified)	-9.2%
16	O=C(CSc1ncn[nH]1)N(C1CCCCC1)C1CCCCC1	-6.6%
17	Cc1nn2c3ccccc3n(C)c2nc1=O	5.5%
18	CCOc1ccc(OC(=O)C(CCS(C)(=O)=O)N2C(=O)c3ccccc3C2=O)cc1 (stereo unspecified)	-10.2%
19	CN(/N=C/c1cccs1)c1cc(=O)n(C)c(=O)[nH]1	6.0%
20	c1ccc(OCCOCCN2CCOCC2)cc1	-2.8%
21	COc1ccc(-c2nnc(SCC(=O)Nc3nc4ccccc4s3)n2C)cc1	-1.4%
22	CCC(C)OC(=O)C1=C(C)OC23OC(N)=C(C#N)C12C(=O)c1ccccc13 (stereo unspecified)	3.2%
23	Cc1nc(SCC(=O)Nc2c(C)nn(C)c2C)c2cnn(-c3ccccc3)c2n1	-0.3%
24	CCC(Sc1nc2ccccc2c(=O)[nH]1)C(=O)O (stereo unspecified)	5.3%
25	CCN1C(=O)/C(=C\N2CCN(c3ccc(F)cc3)CC2)SC1=S	-3.8%
26	O/N=C(\c1ccc(Cl)cc1)c1ncc(C(F)(F)F)cc1Cl	-0.8%
27	O=C(NCCCN=C1NS(=O)(=O)c2ccccc21)c1ccncc1	20.1%
28	CCOC(=O)Nc1ccc2c(c1)N(C(=O)CCN1CCN(CCO)CC1)c1ccccc1S2	1.8%
29	COc1ccccc1N1CCN(C(=O)CCn2c(=O)[nH]c3ccccc3c2=O)CC1	5.0%
30	Nc1nc(CN2CCN(Cc3ccccc3)CC2)nc(Nc2ccccc2)n1	-2.3%
31	C=CCO/N=C(/C)c1c(O)c(CC)c(-c2ccccc2)n(-c2ccccc2)c1=O	-4.2%
32	COC(=O)c1ccc(NC(=O)C23CC4CC(C2)CC(n2cncn2)(C4)C3)cc1	-4.3%
33	CCOc1ccccc1-c1nc(-c2ccncc2)no1	-19.9%
34	COCc1cc(CN2CCN(C)CC2)c(O)c2ncccc12	-6.3%
35	Cc1ccc2cc3c(NC(=O)C4CCCO4)nn(CC(C)C)c3nc2c1 (stereo unspecified)	-6.4%
36	N#Cc1c(N2CCCCC2)nc(N)c2c(N)nc3c(c12)CC(c1ccccc1)O3 (stereo unspecified)	-6.3%
37	O=C(CCCC(=O)OCC(F)(F)C(F)F)Nc1ccc(NC(=O)CCCC(=O)OCC(F)(F)C(F)F)cc1	16.9%
38	CC(C)NS(=O)(=O)c1ccc(OCC(=O)Nc2cccc3ccccc23)cc1	9.5%
39	CC1=CC(C)(C)N(C(=O)C(C)N2C(=O)c3ccccc3C2=O)c2c(C)cc(C)cc21 (stereo unspecified)	-16.2%
40	Cn1cc(CC(=O)NCCCN2CCCC2)c2ccccc21	4.7%
41	Cc1noc(C)c1COc1ccc(C(=O)OCC(=O)Nc2ccc3c(c2)OCO3)cc1	-5.9%
42	CCCCN(CCCC)Cc1cc2ccccc2c2c1COC2	10.0%
43	CCCCn1nnc(NC(=O)CCC)n1	8.9%
44	COc1ccc(-n2cnc3cc(NS(=O)(=O)c4ccccc4)ccc32)cc1	2.6%
45	CCCCOc1ccc(C(=O)N2CCCC2)cc1	-10.4%
46	O=C(CN1CCOCC1)Nc1ccccc1Cl	2.2%
47	CC(C)NC(=O)c1cnc(Sc2ncc(C(F)(F)F)cc2Cl)n1C	6.2%
48	CCN1C(=O)/C(=c2/s/c(=C3\SC(C)=C(C)N3CC)c(=O)n2CC)N(c2ccccc2)C1=S	-3.8%
49	C/C(=C\C(=O)c1cccnc1)Nc1ccc(C(=O)O)cc1	-10.6%
50	Cc1cc2c(cc1C)NC(=O)CC(C(F)(F)C(F)(F)C(F)(F)F)=N2	-0.5%

(further entries)
no.	molecule	HT1080 viability
51	CCN(CC)C(=O)C1CCCN(C(=O)Nc2ccccc2)C1 (stereo unspecified)	3.8%
52	CC(C)Cc1nnc(NC(=O)CC(=O)Nc2ccccc2C(=O)O)s1	-4.8%
53	Cc1cc(-c2csc(N)n2)c(C)n1C	-11.4%
54	CCOC(=O)c1ccc(S(=O)(=O)Nc2ccc3cn[nH]c3c2)cc1	0.9%
55	CCS(=O)(=O)N1CCC(C(=O)c2ccc(Cl)cc2)CC1	-11.1%
56	COc1ccc(CCn2c(=O)[nH]c3cc(C(=O)NCCN4CCOCC4)ccc3c2=O)cc1OC	0.0%
57	Cc1ccccc1NC(=O)CN1C(=O)NC2(CCCCC2)C1=O	10.0%
58	C=CCn1c(SCc2nc3ccccc3[nH]2)nnc1-c1cccc(OC)c1	-8.7%
59	COc1ccc(-c2cc(-c3ccc(OC)c(OC)c3)n[nH]2)c(O)c1	-12.5%
60	Cc1cc(C)cc(OCC(=O)OCCN2C(=O)c3ccccc3C2=O)c1	-14.5%
61	C/C(=N\OCC(=O)N/N=C/c1ccccc1)c1cccs1	-1.2%
62	Cc1cc(N2CCCCC2)nc2ccc(NC(=O)CCC(=O)NCCC(C)C)cc12	14.7%
63	CCCC(=O)N1CCN(c2ccc(NC(=O)C(C)(C)C)cc2)CC1	1.4%
64	COc1cccc(/C=C2\N=C3CCCCCN3C2=O)c1	17.7%
65	CCCCCCc1nnc(N)s1	-4.3%
66	O=C(O)CSc1nnc(-c2ccc3c(c2)OCO3)o1	-5.6%
67	Cc1cccc(NC(=S)NN2CCN(C)CC2)c1C	-6.6%
68	Cc1nnc(SCC(=O)Nc2nsc(-c3ccc(Cl)cc3)n2)s1	-9.6%
69	CC[N+]1(C)CCC(=C2c3ccccc3CC(=O)c3sccc32)CC1 (stereo unspecified)	-9.3%
70	CCOC(=O)c1c(NC(=O)CSc2nnc(C)c(=O)[nH]2)sc2c1CCCC2	18.2%
71	O=C1C2C3C=CC(C3)C2C(=O)N1c1nc2ccccc2s1 (stereo unspecified)	-7.0%
72	COc1cccc(C(=O)Nc2ccc(NC(=O)c3ccco3)cn2)c1	-5.2%
73	CCN1CCCC1CNCc1cc(OC)c(OC)c(OC)c1 (stereo unspecified)	-0.6%
74	O=C(O)Cc1ccc(C(=O)c2ccccc2F)s1	0.1%
75	COc1ccc(S(=O)(=O)N(CCc2ccccc2)CC(=O)NC(C)C)cc1	1.1%

For convenience, 2 of the compounds above.
no.	molecule	HT1080 viability
51	CCN(CC)C(=O)C1CCCN(C(=O)Nc2ccccc2)C1 (stereo unspecified)	3.8%
52	CC(C)Cc1nnc(NC(=O)CC(=O)Nc2ccccc2C(=O)O)s1	-4.8%

(cont.)
no.	molecule	HT1080 viability
76	COc1ccccc1NC(=O)CN1CCC(C(=O)c2ccc(F)cc2)CC1	-6.0%
77	COCCCNC(=O)CNC(=S)N(Cc1ccccc1F)C1CCCCC1	-13.3%
78	Cc1cnc(NC(=O)COc2cccc3c2OC(C)(C)C3)s1	2.0%
79	Cc1cc(NC(=O)COc2ccc(Cl)cc2Cl)n(-c2ccccc2)n1	-10.3%
80	CCOc1ccc(S(=O)(=O)NCc2ccncc2)cc1	0.1%
81	CCc1cn(S(=O)(=O)c2ccccc2OC)nc1N	4.0%
82	Cc1ccc2cc(CN(CCCN3CCOCC3)C(c3nnnn3Cc3ccco3)C(C)C)c(=O)[nH]c2c1C (stereo unspecified)	6.1%
83	COc1cccc(OCc2cc(/C=N/NC(=O)c3nc(Cl)c(Cl)c(N)c3Cl)ccc2OC)c1	26.4%
84	C=CCn1c(SCC(=O)c2ccc(Br)cc2)nnc1C(C)NC(=O)Cc1ccc(OC)cc1 (stereo unspecified)	5.0%
85	COc1ccc(S(=O)(=O)N(CC(=O)N2CCN(c3ccccc3)CC2)c2ccccc2)cc1	-1.2%
86	CCCCn1c(=O)[nH]c(=O)c2c1nc(-c1ccsc1)n2Cc1ccccc1	5.4%
87	CCCN(CCC)CCCNC(=O)C1c2cc(OC)c(OC)cc2C(=O)N(C)C1c1cccs1 (stereo unspecified)	18.6%
88	CN(C)S(=O)(=O)c1ccc(NC(=O)c2cccnc2)cc1	-5.2%
89	COc1ccc2nc(NC(C)=O)sc2c1	-1.6%
90	CC(=O)c1ccc2c(c1)N(C)c1ccccc1S2	-9.2%
91	Cc1ccc(NC(=O)C2CCCN2C(=O)NC2CCCCC2)c(C)c1 (stereo unspecified)	-14.6%
92	COc1cccc(NC(=O)Nc2cccn(Cc3ccccc3)c2=O)c1	-19.3%
93	COc1cccc2cc(C(=O)N3CCN(C(=O)c4ccccc4)CC3)c(=O)oc12	23.1%
94	CCNC(=O)CN(c1ccccc1)S(=O)(=O)c1ccc(Cl)cc1	25.8%
95	O/N=C(/CCc1ccccc1)C1(O)CCCCC1	3.8%
96	CCn1c(CNC(=O)c2cccc(C)c2)nnc1SCC(=O)NC1CCCCC1C (stereo unspecified)	3.8%
97	CCC(C)N(C(=O)c1csnn1)C(C(=O)NC(C)(C)C)c1ccccc1 (stereo unspecified)	-14.5%
98	Cc1cccc(C(=O)N2CCCCCC2)c1	12.1%
99	O=Cc1cn(CC(=O)N2CCCc3ccccc32)c2ccccc12	6.7%
100	Cc1ccccc1OCCSc1nnc(-c2ccncc2)n1C	-2.2%
101	CCSc1nnc(-c2ccncc2)n1Cc1ccccc1	-4.5%
102	S=c1[nH]nc(COc2ccc3ccccc3c2)o1	-4.4%
103	CCCn1c(/N=C/c2ccc3c(c2)OCO3)nc2ccccc21	-5.0%
104	Cc1nn2c(N)c(C#N)cnc2c1-c1ccccc1	5.0%
105	NC(=O)c1sc2nc3c(c(-c4cccnc4)c2c1N)CCC3	-2.3%
106	CCOC(=O)c1cccc(Nc2ncnc3ccc(C)cc23)c1	-3.4%
107	CSc1cccc(NC(=O)c2ccccc2N(C)S(C)(=O)=O)c1	1.9%
108	CC(O)c1nc2ccccc2n1CCOc1ccccc1 (stereo unspecified)	3.3%
109	COc1ccc(OCC(=O)OC(C)CN2CCOCC2)cc1 (stereo unspecified)	3.1%
110	CCCCN1C(=O)C(NC(=O)c2cccnc2)(C(F)(F)F)C2=C1CC(C)(C)CC2=O (stereo unspecified)	-6.3%
111	O=S(=O)(c1ccc(Cl)cc1)N1CCN(C2CCN(Cc3ccccc3)CC2)CC1	-10.3%
112	Cc1cc(N2C(=O)CC(C(C)c3ccccc3)C2=O)no1 (stereo unspecified)	18.2%
113	COC(=O)c1ccc(CSc2nc3cc(Cl)ccc3s2)o1	-10.6%
114	COc1cc(S(=O)(=O)NCCCN2CCOCC2)ccc1Cl	2.1%
115	COC(=O)NC1CCC(CC2CCC(NC(=O)OC)CC2)CC1 (stereo unspecified)	16.5%
116	CC(=O)c1ccc(N2CCN(C(=O)COc3ccccc3F)CC2)c(F)c1	-7.4%
117	O=C(N/N=C/c1ccc(N2CCOCC2)o1)c1cccc(C(F)(F)F)c1	3.6%
118	Cc1cc(C)c(S(=O)(=O)N2CCCC(C(=O)NCCC3=CCCCC3)C2)c(C)c1 (stereo unspecified)	-10.1%
119	C[C@H](CO)NC(=O)[C@H](C)[C@H]1C[C@]1(C)[C@H](NC(=O)OCc1ccccc1)c1ccccc1	-11.8%
120	COc1ccccc1Cc1nnnn1CC(=O)O	-2.0%
121	Cc1csc(SCC(=O)c2c(N)n(C)c(=O)n(C)c2=O)n1	0.6%
122	O=C(O)C1CC1C(=O)N1CCN(c2ccc(Cl)c(Cl)c2)CC1 (stereo unspecified)	-1.1%
123	COc1ccc(C(=O)NCCN2CCOCC2)cc1OC	-6.2%
124	CCOC(=O)C(NC(=O)c1ccccc1)=C(C)C	16.2%
125	O=C(Nc1ccc2oc(=O)ccc2c1)c1cccnc1Cl	21.9%

The list continues.
no.	molecule	HT1080 viability
126	CC1(C)Cc2ccccc2C(NNC(=O)c2ccccn2)=N1	13.5%
127	c1ccc(C(c2ccccc2)N2CCN(c3nc4ccccc4n4cnnc34)CC2)cc1	-9.0%
128	CCC(=O)Nc1sc2c(c1C#N)CC(C)(CC)OC2 (stereo unspecified)	-4.6%
129	O=C(c1cc2c(s1)CCC2)N1CCN(c2ccccc2)CC1	6.1%
130	CCOc1ccc(NC(=O)CCCOc2cc(=O)n(C)c3ccccc23)cc1	1.2%
131	CC(C)NC(=O)c1ccccc1NC(=O)C1COc2ccccc2O1 (stereo unspecified)	13.4%
132	N#C/C(C(=O)Oc1ccccc1)=C1\C=Cc2ccccc2N1	-4.3%
133	COc1ccc(S(=O)(=O)NCc2ccc(C(=O)N(C)Cc3ccco3)cc2)cc1	7.3%
134	O=C(O)CCC(=O)NC1CCCCC1	12.9%
135	O=Cc1ccc(Sc2nnc(-c3ccccc3)o2)c([N+](=O)[O-])c1	2.0%

Some of the compounds tested, so the mix of outcomes need not match the whole.
